Assay outcomes (PubChem)
UBC13 polyUb – UBC13 polyubiquitin chain formation inhibitors, primary screen, biochemical, TR-FRET, uHTS; 0.47% of 330,000 active; inhibition, % at 20 µM; Ubiquitin-conjugating enzyme E2 N (Homo sapiens), P61088; in the data active means inhibition above about 45%, passing the limit was not always enough
Target sequence (P61088 whole entry, looked up): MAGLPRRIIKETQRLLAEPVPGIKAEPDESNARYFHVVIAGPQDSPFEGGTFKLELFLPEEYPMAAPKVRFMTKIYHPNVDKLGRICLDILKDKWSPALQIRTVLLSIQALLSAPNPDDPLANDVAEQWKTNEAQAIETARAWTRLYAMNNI
HKDC1 inh – HKDC1 hexokinase inhibitors, primary screen, biochemical, fluorescence, uHTS; Q2TB90; AID 493160, 2011; recombinant HKDC1, G6PDH/diaphorase resazurin coupled fluorescence; inhibition, % at 20 µM; 0.16% of 340,000 active;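 active means inhibition above about 35% when tested at 20 µM, limit read from the data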;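 further: plate controls were DMSO wells with enzyme for no effect and DMSO wells lacking enzyme for full effect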
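Test system: Recombinant HKDC1 (HK5) hexokinase enzyme, produced in-house | Input: HKDC1 at 5 µg/mL | Buffer or medium: Tris pH 8.0 buffer with MgCl2, Tween-20, BSA, BME | Schedule: 90 min reaction incubation at room temperature, dark | Technique: Resazurin-to-resorufin fluorescence via G6PDH and diaphorase coupling, 525/613 nm | Controls: DMSO wells with and without enzyme mix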
697 NFkB inh – inhibitors of PMA/ionomycin-induced NF-kB reporter, 697 cells, primary screen, B-cell NF-kB inhibitor project, cell-based, luminescence, uHTS. 0.33% of 330,000 active. inhibition, % at 4 µM. 697 B-cell NF-kB luciferase reporter, 16 h. AID 435022, 2010; in the data active means inhibition above about 35%
SENP8 inh – SENP8 protease inhibitors, primary screen, biochemical, luminescence. purified SENP8, Z-RLRGG-aminoluciferin cleavage. inhibition, % at 10 µM. 1.2% of 330,000 active
Target sequence (Q96LD8 whole entry, looked up): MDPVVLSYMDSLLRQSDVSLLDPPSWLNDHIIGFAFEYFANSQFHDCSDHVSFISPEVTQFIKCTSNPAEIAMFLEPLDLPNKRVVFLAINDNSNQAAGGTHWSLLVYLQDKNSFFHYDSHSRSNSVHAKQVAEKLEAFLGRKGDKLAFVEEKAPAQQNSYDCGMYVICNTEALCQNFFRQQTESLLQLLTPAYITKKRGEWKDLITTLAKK
SENP7 inh – SENP7 protease inhibitors, primary screen, biochemical, luminescence, uHTS; recombinant SENP7, Z-RLRGG-aminoluciferin luminescence, 40 min; inhibition, % at 5 µM; 1.5% of 330,000 active; Sentrin-specific protease 7 (Homo sapiens), Q9BQF6;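 active means inhibition above about 50% at the single test dose, limit read from the data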;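 further: plate controls were DMSO with enzyme for no effect and no enzyme buffer wells for full effect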
Target sequence (Q9BQF6 706-1050 limits assumed): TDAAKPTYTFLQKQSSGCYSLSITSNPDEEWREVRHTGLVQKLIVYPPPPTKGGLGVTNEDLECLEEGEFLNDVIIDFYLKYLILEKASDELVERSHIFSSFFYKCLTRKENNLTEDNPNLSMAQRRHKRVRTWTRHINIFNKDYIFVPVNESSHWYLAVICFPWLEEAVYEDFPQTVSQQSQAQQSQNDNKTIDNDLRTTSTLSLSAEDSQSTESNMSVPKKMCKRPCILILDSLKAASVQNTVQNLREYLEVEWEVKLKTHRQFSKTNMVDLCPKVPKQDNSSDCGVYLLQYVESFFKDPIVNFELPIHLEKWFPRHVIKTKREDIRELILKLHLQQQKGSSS
Apaf-1 inh – inhibitors of human Apaf-1 apoptosome, primary screen, biochemical, DEVD-Rh110 fluorescence, uHTS; Apoptotic protease-activating factor 1 (Homo sapiens), O14727; reconstituted apoptosome caspase-3 activity; inhibition, % at 20 µM; 0.71% of 330,000 active; active means inhibition of at least 40% at 20 µM;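 further: plate controls were DMSO wells for no effect and DEVD-CHO caspase inhibitor wells for full effect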
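Assay system: Apoptosome proteins | Medium: pH 7.5 Hepes buffer with CHAPS, BSA, DTT | Also added: Cytochrome c and DEVD-Rh110 substrate | Times: 30 min plus 50 min, RT | Detection: Rhodamine 110 fluorescence at Ex 480/Em 540 nm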
Gli-Sufu antag – Gli-Sufu pathway antagonists, primary screen, luciferase luminescence, Sufu-KO-LIGHT cells, uHTS; Sufu-KO-LIGHT fibroblasts, Gli luciferase reporter luminescence; inhibition, % at 5 µM; 0.74% of 340,000 active; AID 588413, 2011;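 active means inhibition above about 55%, limit read from the data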;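 further: 0% = DMSO-treated cells and 100% = wells with medium but no cells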
Jurkat NFkB inh – inhibitors of induced NF-kB luciferase reporter, primary screen, TCR NF-kB activation inhibitor project, cell-based, luminescence, uHTS. 0.53% of 330,000 active. inhibition, % at 4 µM. Jurkat, PMA/ionomycin-induced NF-kB luciferase reporter
* hit, by the source's call. Unless noted, no stated cut-off is given here; in the data, active means inhibition above about 50%; inactive means the rest.

The opening 2 compounds (preview)
1. O=C(c1nc(-c2ccccc2)n(-c2ccccc2)n1)N1CCN(S(=O)(=O)c2ccccc2)CC1
2. CCCCN(C)CCNC(=O)c1cn(C)c(=O)c2c1c1ccccc1n2C
entry no.	1	2
UBC13 polyUb	-2.4	-0.9
HKDC1 inh	-2.7	4.1
697 NFkB inh	-4.0	-18.5
SENP8 inh	1.1	-14.3
SENP7 inh	12.5	-8.7
Apaf-1 inh	16.7	5.7
Gli-Sufu antag	-1.4	20.4
Jurkat NFkB inh	-4.7	-9.2

Main list, from the first entry:
1. O=C(c1nc(-c2ccccc2)n(-c2ccccc2)n1)N1CCN(S(=O)(=O)c2ccccc2)CC1
2. CCCCN(C)CCNC(=O)c1cn(C)c(=O)c2c1c1ccccc1n2C
3. O=C(Nc1cccs1)Nc1ccc(Br)cc1F
4. O=C(COC(=O)c1cccc(O)c1)NC(=O)Cc1ccccc1
5. CCOCCCNS(=O)(=O)c1ccc(NC(=O)Cc2c(F)cccc2Cl)cc1
6. CCCCOC(=O)c1ccc(NC(=O)Nc2ccc(OC)c(OC)c2)cc1
7. O=C(OCN1C(=O)c2ccccc2C1=O)c1ccc(Cl)nc1
8. COc1cc(NC(=O)c2ccc(Br)cc2)ccc1NC(=O)c1cc2ccccc2o1
entry no.	1	2	3	4	5	6	7	8
UBC13 polyUb	-2.4	-0.9	8.8	4.8	1.9	3.4	7.0	-0.6
HKDC1 inh	-2.7	4.1	-8.6	-1.8	-3.9	2.2	-7.4	-1.0
697 NFkB inh	-4.0	-18.5	-50.6	23.8	17.0	1.0	9.3	-17.1
SENP8 inh	1.1	-14.3	10.7	1.3	-1.9	2.0	7.0	11.8
SENP7 inh	12.5	-8.7	13.0	-5.4	-3.2	-4.8	4.8	-8.1
Apaf-1 inh	16.7	5.7	4.5	-4.2	8.7	-5.1	3.4	-5.0
Gli-Sufu antag	-1.4	20.4	15.8	-1.3	-1.8	8.2	5.7	-6.0
Jurkat NFkB inh	-4.7	-9.2	-42.4	-7.9	5.4	-19.4	-6.8	10.7

9. Cc1cc(C)nc(NC(=O)c2ccc(Cl)cc2[N+](=O)[O-])c1
10. S=C(Nc1ccccc1Cl)NC1CCC(NC(=S)Nc2ccccc2Cl)CC1 (configuration not stated)
11. COc1ccc(C(=O)COC(=O)c2ccn(C)n2)cc1
12. CC(C)C(C(=O)NCC1CCCO1)N(C(=O)CNS(=O)(=O)c1ccc(F)cc1)c1ccccc1 (configuration not stated)
13. CCC1CCc2sc(C(=O)N(C)CC(=O)Nc3cccc(OC)c3)cc2C1 (configuration not stated)
14. COC(=O)c1sccc1NC(=O)CSc1ccccc1NC(=O)CNC(C)C
15. CC(=O)c1ccc(NC(=O)CCc2nnc3ccc(NCc4ccco4)nn23)cc1
16. COc1ccc(Nc2nnc(SCc3cn4c(C)cccc4n3)s2)cc1
entry no.	9	10	11	12	13	14	15	16
UBC13 polyUb	4.5	-0.3	4.4	-1.7	7.4	10.8	-4.4	0.1
HKDC1 inh	-8.5	-7.9	-6.0	-0.8	0.8	-2.5	3.5	13.7
697 NFkB inh	13.1	17.3	-8.3	1.7	6.1	26.3	-47.9	-3.3
SENP8 inh	-1.7	6.5	3.1	-0.8	6.1	-8.1	-8.6	-8.5
SENP7 inh	-0.6	7.5	7.6	8.7	2.9	-4.2	-9.5	-2.8
Apaf-1 inh	-0.2	-16.0	-0.3	3.0	17.3	-10.9	-4.1	-0.3
Gli-Sufu antag	7.1	4.5	-7.9	12.4	1.2	20.8	31.7	16.9
Jurkat NFkB inh	15.5	0.9	-14.7	-5.5	-4.5	-4.5	-32.4	30.1

17. CC(C)(C)OC(=O)N[C@@H](C(=O)OC(C)(C)C)c1ccc(Br)cc1
18. Cc1ccc(F)cc1NC(=O)N1CCCN(C(=O)OC(C)(C)C)CC1
19. CCOC(=O)CCCNC(=O)COC(=O)c1cccc(F)c1
20. COc1ccc(NC(=O)c2ccc(-c3ccccc3)cc2)cc1NS(=O)(=O)c1ccc(F)cc1
21. Cc1nn(Cc2ccccc2)c(Cl)c1/C=C/C(=O)OCC(=O)N1CCCC1=O
22. COc1ccc(/C=C/C(=O)Nc2cc(C)on2)cc1
23. CCOc1ccccc1NC(=O)c1cccc(NC(=O)C(C)C)c1
24. CCc1nnc2n1N=C(c1ccccc1)CS2
entry no.	17	18	19	20	21	22	23	24
UBC13 polyUb	18.2	-3.4	-9.6	8.7	-0.3	-2.1	0.5	-0.5
HKDC1 inh	3.3	-2.8	2.2	-5.5	-2.6	-8.5	-13.4	2.7
697 NFkB inh	19.0	17.8	-0.8	15.7	-2.3	-6.7	-12.3	11.1
SENP8 inh	-0.5	3.1	-10.4	-3.8	0.7	-5.3	6.2	-6.1
SENP7 inh	-6.7	4.6	-7.8	3.0	-3.9	12.6	0.9	3.6
Apaf-1 inh	8.1	-5.6	9.0	4.9	-2.7	7.9	6.3	-2.7
Gli-Sufu antag	2.1	1.1	7.3	31.8	6.2	-77.4	-22.1	4.3
Jurkat NFkB inh	15.1	8.1	-3.9	10.3	-8.7	-60.8	-12.8	11.1

25. CCOC(=O)[C@@H]1[C@H]2COc3ccc(Br)cc3[C@H]2N2C(=O)N(c3cccc(Cl)c3)C(=O)[C@]12C
26. Cc1ccccc1C(=O)OC1OC(=O)C(Cl)=C1N1CCOCC1 (configuration not stated)
27. CC(C)(C)NC(=O)C1Cc2ccccc2CN1C(=O)Nc1cccc(Cl)c1 (configuration not stated)
28. O=C(CCC(=O)Nc1ccc(Br)cc1)N/N=C/c1cc([N+](=O)[O-])ccc1O
29. CC(=O)c1ccc(OCC(=O)Nc2ccc3c(c2)CCC3)cc1
30. CCN(CC)S(=O)(=O)c1ccc(OC)c(NC(=O)c2cc3c(=O)n4ccccc4nc3s2)c1
31. C/C(N)=C(/C#N)C(=O)CSc1nc2scc(-c3ccccc3)c2c(=O)n1C
32. COc1ccc2oc(-c3ccccc3[N+](=O)[O-])cc(=O)c2c1
entry no.	25	26	27	28	29	30	31	32
UBC13 polyUb	-19.0	1.4	-2.3	-55.3	3.5	3.6	-14.7	-5.4
HKDC1 inh	-0.8	10.7	-8.2	-3.1	-4.3	-16.1	5.0	3.3
697 NFkB inh	-8.0	4.8	-41.1	-40.7	-11.1	23.9	-12.7	-67.0
SENP8 inh	-7.6	-4.6	4.4	-8.6	-4.8	-1.3	-9.9	-10.7
SENP7 inh	-4.5	-1.0	7.1	-6.8	3.3	9.5	-1.5	5.5
Apaf-1 inh	19.0	-30.6	12.9	11.6	0.2	-0.7	15.2	-15.4
Gli-Sufu antag	-4.0	-0.3	-26.6	22.1	17.8	-9.3	1.6	-18.3
Jurkat NFkB inh	11.6	6.9	-23.3	-17.7	-9.6	-6.5	-4.6	41.6

33. COc1ccc(-n2c(C(C)n3nc(C)c([N+](=O)[O-])c3C)n[nH]c2=S)cc1 (configuration not stated)
34. CC12C=CC3(CN(Cc4ccccc4)C(=O)C3C1C(=O)NCc1ccco1)O2 (configuration not stated)
35. CC(NC(=O)c1cc(-c2ccccn2)nc2ccc(Cl)cc12)C1CCCO1 (configuration not stated)
36. CCOC(=O)c1cnc2c(C(F)(F)F)cccc2c1NCCCN1CCOCC1
37. COc1cccc(N2C(=O)C3CCCN3C2c2ccc(F)cc2)c1 (configuration not stated)
38. CCCN(C(=O)CCCSc1nc2ccccc2[nH]1)c1c(N)n(Cc2ccccc2)c(=O)[nH]c1=O
39. O=C(c1ccc(Br)cc1)c1cc([N+](=O)[O-])ccc1N1CCOCC1
40. CN(C)CCCNC(=S)Nc1ccc(Br)cc1
entry no.	33	34	35	36	37	38	39	40
UBC13 polyUb	-2.4	0.6	-20.7	-2.0	-6.8	-10.7	-8.0	-3.5
HKDC1 inh	-4.9	2.5	-2.2	0.8	-1.9	-5.5	-0.9	-2.3
697 NFkB inh	-3.2	8.2	-33.3	0.6	-24.8	-4.5	-43.3	3.4
SENP8 inh	-10.1	-1.6	-5.8	-3.2	-1.8	-3.8	-3.7	3.4
SENP7 inh	-1.4	0.7	3.8	12.3	2.2	-5.3	2.5	-1.0
Apaf-1 inh	-0.4	5.3	-1.9	1.7	9.0	9.1	13.7	9.3
Gli-Sufu antag	-0.7	-1.7	35.2	22.1	2.4	-32.3	21.7	8.6
Jurkat NFkB inh	3.8	-9.9	-5.5	2.9	-25.1	-3.2	72.1*	-1.8

41. CC(C)C(NC(=O)c1ccccc1)c1nnc(SCC(=O)Nc2nccs2)n1C (configuration not stated)
42. COc1cc(C(=O)OC2CCCCC2=O)cc(OC)c1C (configuration not stated)
43. CC(C)=C(NC(=O)c1ccccc1)C(=O)Nc1cccc(C)c1
44. CN(Cc1ccccc1)C(=S)NC(=O)c1ccccc1
45. O=C(c1cc(S(=O)(=O)N2CCC3(CC2)OCCO3)ccc1F)N1CCCCC1
46. O=C(NCc1ccc(F)cc1)c1ccc2c(c1)S(=O)(=O)c1ccccc1C2=O
47. CC(c1nnc(SCn2nnc3ccccc3c2=O)n1-c1ccc(Cl)cc1)N(C)C (configuration not stated)
48. O=C(CC1Sc2ncnn2C1=O)Nc1ccc(Br)cc1 (configuration not stated)
49. O=C(NCCc1c[nH]c2ccccc12)C(=O)NCC1OCCCN1S(=O)(=O)c1cc(F)ccc1F (configuration not stated)
50. CCCCN(C(=O)CSc1nnc(-c2ccco2)o1)c1c(N)n(Cc2ccccc2)c(=O)[nH]c1=O
51. COc1ccc(-c2noc(N3CCC(C(=O)Nc4cc(OC)c(OC)c(OC)c4)CC3)n2)cc1
entry no.	41	42	43	44	45	46	47	48	49	50	51
UBC13 polyUb	7.3	13.9	1.0	7.5	-5.5	5.0	-5.9	0.3	1.3	17.0	0.5
HKDC1 inh	-1.1	-3.5	-4.5	-10.2	-1.1	2.1	-3.9	-3.4	-6.3	-1.1	1.9
697 NFkB inh	17.0	24.7	20.8	-0.7	16.9	28.1	-10.6	3.5	-18.7	-10.9	3.9
SENP8 inh	-0.3	4.9	2.9	-10.9	-4.8	-9.4	-0.7	-12.1	-10.5	-1.4	2.2
SENP7 inh	-10.1	-6.0	-1.2	-4.3	4.1	1.5	0.3	15.3	-0.7	6.0	-0.5
Apaf-1 inh	2.5	22.1	-1.2	7.7	1.8	13.9	-25.1	-8.7	9.1	-19.5	10.0
Gli-Sufu antag	3.1	4.3	-1.8	3.6	10.6	-4.9	-4.1	-1.1	2.4	0.9	15.2
Jurkat NFkB inh	1.0	8.2	2.2	8.2	-4.3	2.4	4.6	-2.5	-7.6	12.3	4.3
